Source: PubChem
HADH2 inh: qHTS Assay for Inhibitors of HADH2 (Hydroxyacyl-Coenzyme A Dehydrogenase, Type II); AID 886, 2007; 3.4% of 73,000 active; 3-hydroxyacyl-CoA dehydrogenase type-2 (Homo sapiens), Q99714; Potency, µM (titrated, usually from 57.1 µM), inactives show at the highest dose activity change, negative = inhibition, usual class: inhibitors; recombinant HADH2, NADH fluorescence, beta-hydroxybutyryl-CoA; further: potency means the concentration at half of the fitted maximal effect; on the % scale 0 is the no-effect control and ±100 the full control effect; nearly all actives have a fitted effect of over 60% in size; many of its hits are not listed in these tables
Target sequence (Q99714 whole entry, looked up, one chain of several): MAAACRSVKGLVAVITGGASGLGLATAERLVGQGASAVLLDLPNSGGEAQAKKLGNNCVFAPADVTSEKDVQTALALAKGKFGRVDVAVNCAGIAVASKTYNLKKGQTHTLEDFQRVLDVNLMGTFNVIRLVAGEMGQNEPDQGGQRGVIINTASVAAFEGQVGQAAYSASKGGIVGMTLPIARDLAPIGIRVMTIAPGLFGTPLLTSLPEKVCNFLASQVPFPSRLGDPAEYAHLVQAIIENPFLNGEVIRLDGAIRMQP
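Buffer 100 mM Tris-HCl pH 9.0/0.01% Tween-20; HADH2 20 nM; NAD+ 1 mM; beta-hydroxybutyryl-CoA 90 uM (all final). 15 min cpd preincubation, RT.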
Ub-GFP proteasome: Ubiquitin-GFP Assay | Ubiquitin-GFP reporter cells, proteasome inhibition, GFP fluorescence; response scale: untreated = 0%, 10 µM MG-132 = 100% | Potency, µM (top dose mostly 45.9 µM), for inactives: at the top dose activation (GFP accumulation), most hits filed as activators | 67,000 tested, under 10 active; active means well fitted activation curve with a large enough effect, not every such curve was filed as active; inconclusive means small, poorly fitted or top-dose-only effect, or another doubt; inactive means no such curve, though single readings can be large or run the other way; further: potency means the concentration at half of the fitted maximal effect
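Reporter cells (U2OS, ubiquitin-G76V-GFP fusion) are plated overnight, then treated 4 hr at 37 °C with compound titrations from 46 uM down to 2.9 nM. Activity is scaled against untreated cells and 10 uM MG-132.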
HBB splice mod: qHTS Assay for Modulators of Hemoglobin Beta Chain Splicing | Potency, µM (doses to about 46.1 µM), without a hit: at the highest dose activation, usual class: activators | HBB splicing reporter cell assay, activation; EGFP reporter with mutant IVS2-654 intron; response scale: normalised to 500 nM splice-correcting PNA | 0.06% of 65,000 active; further: potency means the concentration at half of the fitted maximal effect; 0% is about no effect
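Compounds were applied for 2 days to HeLa EGFP-654 cells, 500/well in Optimem with 2% FCS. The reporter's EGFP is disrupted by mis-splicing of beta-globin intron IVS2-654. Readout: summed well GFP fluorescence from 488 nm laser scanning; reference was 500 nM antisense […] 654 PNA.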
15-hLO inh: qHTS Assay for Inhibitors of 15-hLO (15-human lipoxygenase); Polyunsaturated fatty acid lipoxygenase ALOX15 (Homo sapiens), P16050; purified 15hLO-1, xylenol orange hydroperoxide absorbance; Potency, µM (top dose mostly 57.1 µM), for inactives: at the highest dose activity change, negative = inhibition, actives largely listed as inhibitors; 1.4% of 74,000 active; AID 887, 2007; further: potency means the concentration at half of the fitted maximal effect; on the % scale 0 is the no-effect control and ±100 the full control effect; nearly all actives have a fitted effect of over 55% in size
Target sequence (P16050 whole entry, looked up): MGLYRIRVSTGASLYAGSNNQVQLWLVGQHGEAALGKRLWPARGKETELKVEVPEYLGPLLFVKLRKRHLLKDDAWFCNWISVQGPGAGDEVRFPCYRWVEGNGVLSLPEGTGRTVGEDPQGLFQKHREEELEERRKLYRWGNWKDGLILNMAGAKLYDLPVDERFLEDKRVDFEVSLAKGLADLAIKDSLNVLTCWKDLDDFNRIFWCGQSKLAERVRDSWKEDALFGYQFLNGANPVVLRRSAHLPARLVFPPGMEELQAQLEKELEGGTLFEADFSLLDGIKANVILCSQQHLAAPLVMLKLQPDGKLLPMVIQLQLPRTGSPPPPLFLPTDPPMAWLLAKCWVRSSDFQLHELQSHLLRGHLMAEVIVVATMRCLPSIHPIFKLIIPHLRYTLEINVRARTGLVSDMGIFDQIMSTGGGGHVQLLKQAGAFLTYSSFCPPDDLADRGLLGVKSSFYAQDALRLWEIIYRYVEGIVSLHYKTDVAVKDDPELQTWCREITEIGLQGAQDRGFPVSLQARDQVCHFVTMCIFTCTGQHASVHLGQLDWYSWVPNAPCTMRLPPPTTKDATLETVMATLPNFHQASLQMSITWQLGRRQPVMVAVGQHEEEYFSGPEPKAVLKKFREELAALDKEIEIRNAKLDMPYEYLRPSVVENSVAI
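Compounds were preincubated 15 min at room temperature with 40 nM purified human enzyme (25 mM Hepes pH 7.5, 0.01% Triton X-100); 50 uM arachidonic acid reacted 6 min. Fe-xylenol orange detection, 30 min, absorbance ratio 573/405 nm.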
GFP derepression: qHTS Assay for Epigenetic Modulators | mouse C127i GFP locus derepression, cytometry, 30 h | Potency, µM (titrated, usually from 46.1 µM), for the others: at the top dose GFP derepression (activation) | 0.09% of 68,000 active; further: % of control where 0% means no effect
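Read-out is the number of GFP-positive cells, scored as fluorescent objects 20 to 120 um wide, reflecting derepression of a silenced CMV-GFP reporter in murine C127i cells after 30 h compound exposure at 37 C.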
Pol III holo inh: qHTS Assay for Inhibitors of DNA Polymerase III Holoenzyme System | 0.25% of 71,000 active | reconstituted DNA polymerase III holoenzyme replication, biochemical | AID 603, 2007 | Potency, µM (series often up to 57.1 µM), for the others: top-dose activity change, negative = inhibition; further: potency means the concentration at half of the fitted maximal effect; on the % scale 0 is the no-effect control and ±100 the full control effect
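Reconstituted *E. coli* holoenzyme (0.35 nM Pol III, 1 nM beta, 154 nM SSB, 2 nM primase) was preincubated with compound for 15 min at RT. Synthesis on 1.4 nM ssM13Gori ran 35 min, then was stopped with PicoGreen/EDTA and read as dsDNA fluorescence.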
Rhodamine fluor: qHTS Assay for Spectroscopic Profiling in Rhodamine Spectral Region | Rhodamine-region fluorescence, 547/598 nm, Tris buffer; active compounds read high | max dye-equivalent concentration, M | 0.05% of 59,000 active | AID 594, 2007; in the data active means max dye-equivalent concentration above about 11 nM; inconclusive means between about 1.1 nM and that limit
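Compound fluorescence in 100 mM Tris, pH 8.0, read after 15 min at room temperature with 547 nm excitation and 598 nm emission. Output is dye-equivalent concentration from an on-plate rhodamine standard series.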
Texas Red fluor: qHTS Assay for Spectroscopic Profiling in Texas Red Spectral Region. max dye-equivalent concentration, M. 0.06% of 59,000 active. Compound fluorescence, Texas Red channel, 547/618 nm; active compounds read high; in the data active means max dye-equivalent concentration above about 10 nM; inconclusive means between about 1.1 nM and that limit
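qHTS profiling of intrinsic compound fluorescence; 100 mM Tris pH 8.0; 15 min RT; ex 547 / em 618 nm; response expressed as Texas Red dye-equivalent concentration from six-point plate standard.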
4MU fluor: qHTS Assay for Spectroscopic Profiling in 4-MU Spectral Region; compound autofluorescence, 340/450 nm, 4-MU equivalents; active compounds read high; max dye-equivalent concentration, M; 11% of 59,000 active; in the data active means max dye-equivalent concentration above about 10 nM; inconclusive means mostly about 1.1 nM to 9.6 nM
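Intrinsic fluorescence at 340/450 nm (ex/em) was read after 15 min at room temperature in pH 8.0, 100 mM Tris. Each compound concentration expressed as 4-MU-equivalent concentration from a six-point 4-MU standard series on each plate.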
Fluorescein fluor: qHTS Assay for Spectroscopic Profiling in Fluorescein Spectral Region; Compound autofluorescence, 480/540 nm, fluorescein-equivalent; active compounds read high; max fluorescein-equivalent concentration, M; 0.91% of 59,000 active; AID 593, 2007; in the data active means max fluorescein-equivalent concentration above about 10 nM; inconclusive means between about 1.1 nM and that limit
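Compounds (23 nL) in 100 mM Tris pH 8.0, 15 min at room temperature, then fluorescence read at 480 nm excitation/540 nm emission. Signal converted to fluorescein-equivalent concentration from an on-plate fluorescein standard curve.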
Hsp90 Hop PPI: qHTS Assay for Disrupters of an Hsp90 Co-Chaperone Interaction; Hsp90 C-terminal peptide / TPR2A (Hop) interaction, human; AlphaScreen TPR2A-His6 binding biotin-Hsp90 C-terminal peptide; Potency, µM (top dose mostly 57 µM), for the others: at the highest dose activity change, negative = inhibition; 0.44% of 71,000 active; AID 595, 2007; active means well fitted curve in either direction with a large enough effect; inconclusive means small, poorly fitted or top-dose-only effect, or another doubt; further: potency means the concentration at half of the fitted maximal effect; on the % scale 0 is the no-effect control and ±100 the full control effect; many of its hits are not listed in these tables
Active calls of the source: *; i = inactive; ? = inconclusive; / = no result given; [ ] = another dose, or the depositor's remark. Unless noted, the call rests on the fitted dose curve; in most records, active means well fitted curve in the direction sought with a large enough effect; inconclusive means small, poorly fitted or top-dose-only effect, or another doubt; inactive means no such curve, though single readings can be large; an effect the other way counts as inactive or inconclusive. Some of the compounds tested, so the mix of outcomes need not match the whole.

SMILES	HADH2 inh	Ub-GFP proteasome	HBB splice mod	15-hLO inh	GFP derepression	Pol III holo inh	Rhodamine fluor	Texas Red fluor	4MU fluor	Fluorescein fluor	Hsp90 Hop PPI
N#CC1(C#N)C2=C(CCCC2)NC(c2ccccc2)C1(C#N)C#N (stereo unspecified)	-14%	1%	-0.1%[0.369 µM]	?	4%	-3%	i	i	1.6e-08M*	?	-10%
CCOC(=O)CNC(=O)C(NC(=O)C1CCC(C)CC1)C(C)CC (stereo unspecified)	5%	0%	-0.8%	6%	2%	0%	i	i	i	i	-2%
[O-][N+]1(CC[N+]2([O-])CCCCC2)CCCCC1	4%[11.4 µM]	2%[9.17 µM]	2.6%[9.22 µM]	9%[11.4 µM]	4%[9.22 µM]	-3%[11.4 µM]	i	i	i	?	-2%[11 µM]
CC(=O)NC(Cc1c[nH]c2ccccc12)C(=O)N1CCc2ccccc2C1 (stereo unspecified)	3%	0%	-0.3%[57.5 µM]	-19%	1%	2%	i	i	i	?	-1%
Cc1ccc(-c2c3c(=O)n(C)c(=O)n(C)c3c3nnc4ccccc4n23)cc1	5%	-2%	0.0%	6%	0%	-4%	i	i	i	1.1e-07M*	-3%
O=C(C1CCC(N2C(=O)C3CC=CCC3C2=O)CC1)N1CCCCC1 (stereo unspecified)	-6%[11.4 µM]	-5%[9.17 µM]	-0.8%[0.0738 µM]	-9%[11.4 µM]	0%	3%[11.4 µM]	/	/	/	/	-2%[11 µM]
CC(C)CCNc1nc2c(cc1C#N)COC(C)(C)C2	/	/	/	/	0%[20.6 µM]	/	i	?	8.1e-07M*	?	/
CN1CCN(S(=O)(=O)c2ccc(Sc3nc4ccccc4[nH]3)c3nsnc23)CC1	8%	15%	-1.4%	-10%	0%	-1%	i	i	?	i	-10%
Cc1cc(NCc2ccc(F)cc2Cl)n2nnnc2n1	2%	/	3.3%[0.369 µM]	-2%	-2%	-7%	i	i	i	?	-3%
Cc1ccc(C)c(N2CCN(C(=O)CCCOc3cc(=O)n(C)c4ccccc34)CC2)c1	-6%	10%	-0.3%	-20%	0%	2%	i	i	i	?	-4%
CC1(C)CC(=O)C(C=NCC(O)c2ccccc2)=C(O)C1 (stereo unspecified)	/	/	/	/	2%[20.6 µM]	/	i	i	i	?	/
O=C(NCc1cccnc1)C1CCCN(S(=O)(=O)c2ccc(Cl)cc2)C1 (stereo unspecified)	3%	3%	-3.1%	-2%	-1%	-8%	i	i	i	?	1%
O=C(Nc1cccnc1)C1(c2ccccc2)CCCC1	1%	6%	1.4%	8%	3%	-11%	i	i	i	?	0%
COc1ccc(C(=O)N2CCN(S(=O)(=O)c3cc(Cl)ccc3OC)CC2)cc1	-1%	-10%	1.0%	6%	4%	-1%	i	i	i	i	-2%
COc1ccc(-n2c(=O)cc(N3CCN(c4ccccc4F)CC3)[nH]c2=O)cc1	-25%	6%	4.0%	-3%	0%	-2%	i	i	i	i	-6%
COc1ccc(CNC(=O)C(C)Cc2ccccc2)cc1O (stereo unspecified)	-21%	/	-0.1%	?	/	-2%	/	/	/	/	1%
CC1CN(C2CCN(C(=O)COc3ccccc3)CC2)CC(C)O1 (stereo unspecified)	/	/	/	/	8%[20.6 µM]	/	i	i	i	i	/
Cc1ccc2nc(N3CCN(Cc4ccc(F)cc4)C3=O)c(C)cc2c1	5%	-3%	-2.0%	-5%	-1%	-4%	i	i	i	?	6%
O=C(CN1C(=O)COCC1=O)N1CCOCC1	0%	3%	-0.3%[9.22 µM]	-5%	5%	2%	/	/	/	/	-3%
O=C(CSc1nnc(-c2ccncc2)o1)Oc1ccccc1	-4%	2%	-2.0%	3%	-3%	1%	i	?	?	?	-2%
CC(=O)c1c(C)oc2ccc(NS(=O)(=O)c3ccc(O)c(C(=O)O)c3)cc12	?	-5%	0.3%	-17%	4%	-3%	i	i	i	i	-3%
CC1CCN(CC(O)COc2cccc(F)c2)CC1 (stereo unspecified)	4%	-6%	-0.1%	-2%	0%	-7%	/	/	/	/	-6%
CCn1c(C)nc2cc(-c3nnc(-c4c(-c5ccccc5)noc4C)o3)ccc21	?	7%	0.0%[1.84 µM]	-2%	0%	2%	i	?	i	i	-3%
CC(=O)NCC(=O)OC(C)C(=O)Nc1ccc(C(C)=O)cc1 (stereo unspecified)	0%	-1%	-5.1%	13%	0%	-5%	i	?	1.3e-07M*	?	-4%
CC(=O)c1cc(OC(=O)c2ccncc2)ccc1OC(=O)c1ccncc1	-24%	-10%	-1.1%	-19%	4%	-5%	i	i	i	i	-3%

3 entries already listed, sorted by their value in Pol III holo inh, lowest first.
SMILES	HADH2 inh	Ub-GFP proteasome	15-hLO inh	GFP derepression	Pol III holo inh	Rhodamine fluor	Texas Red fluor	4MU fluor	Fluorescein fluor	Hsp90 Hop PPI
Cc1cc(NCc2ccc(F)cc2Cl)n2nnnc2n1	2%	/	-2%	-2%	-7%	i	i	i	?	-3%
Cc1ccc2nc(N3CCN(Cc4ccc(F)cc4)C3=O)c(C)cc2c1	5%	-3%	-5%	-1%	-4%	i	i	i	?	6%
O=C(CN1C(=O)COCC1=O)N1CCOCC1	0%	3%	-5%	5%	2%	/	/	/	/	-3%

Next results follow:
SMILES	HADH2 inh	Ub-GFP proteasome	HBB splice mod	15-hLO inh	GFP derepression	Pol III holo inh	Rhodamine fluor	Texas Red fluor	4MU fluor	Fluorescein fluor	Hsp90 Hop PPI
CCCCNC(=O)C(C#N)c1nc2ccccc2nc1N1CCN(Cc2ccc3c(c2)OCO3)CC1 (stereo unspecified)	/	/	/	/	5%[20.6 µM]	/	i	i	?	?	/
COC(=O)CN(c1nc(C)cc(OC)n1)S(=O)(=O)c1ccc(C)cc1	-11%	-1%	/	-5%	0%	0%	i	i	i	i	0%
COc1cccc(NC(=O)Cc2c(O)c3ccccc3[nH]c2=O)c1	?	0%	0.7%	3%	-3%	-2%	i	?	i	i	-2%
COCCCNc1nc2ccccc2nc1NS(=O)(=O)c1cccs1	-4%	/	1.4%[0.369 µM]	-4%	-2%	-7%	i	i	4.2e-08M*	?	-1%
C[C@@H]1CC2(OC3C[C@@]4(C)C5=CC[C@H]6C(C)(C)C(O[C@@H]7OC[C@@H](O)[C@H](O)[C@H]7O)CC[C@@]67C[C@@]57CC[C@]4(C)C31)OC(O)C1(C)OC21 (stereo partly specified)	5%	/	0.1%	-3%	/	-6%	/	/	/	/	1%
CN(C)c1ccc(NC(=O)CCCc2ccccc2)cc1	-23%	1%	0.0%	10µM*	-3%	-2%	i	?	i	?	-13%
CN(C(=O)c1cccnc1)c1nnc(-c2cnccn2)s1	9%	-3%	/	4%	0%	2%	i	i	i	i	-4%
O=C1NC(=O)c2cc(NC(=O)C3CCCCC3)ccc21	?	3%	1.3%	1%	2%	-2%	i	i	1.5e-07M*	i	-3%
CCC(C)[C@H](NC(=O)NC1CC1)C(=O)O (stereo partly specified)	2%	4%	1.2%[57.5 µM]	3%	0%	-3%	i	i	?	i	-3%
COc1cccc(NC(=O)CC2SC(=Nc3ccccc3)NC2=O)c1 (stereo unspecified)	/	/	/	/	9%[20.6 µM]	/	i	i	i	?	/
Nc1nnc(CC(=O)N2CCCCC2)s1	-10%	-1%	/	1%	1%	0%	i	i	i	i	?
Cc1ccc2nc(-c3ccc(N)cc3)sc2c1S(=O)(=O)O	-5%	/	1.4%	-22%	/	?	/	/	/	/	-2%
CN(C)CCNC(=O)C12CC3(C)CC(C)(CC(C)(C3)C1)C2	/	/	/	/	2%[20.6 µM]	/	i	i	?	?	/
COc1ccc(N(CC(=O)N2CCc3ccccc3C2)S(=O)(=O)c2c(C)nn(C)c2C)cc1	-3%	-10%	-2.0%	-1%	/	-8%	/	/	/	/	-3%[2.3 µM]
CC(=O)NCCn1c(SCC(=O)NCCC2=CCCCC2)nc2ccccc2c1=O	1%	?	2.1%	-5%	5%	-7%	i	i	i	i	-3%
O=C(Cn1cnc2ccccc2c1=O)Nc1ccc2c(c1)OCCO2	3%	2%	-1.3%	-4%	0%	0%	i	i	i	i	-6%
COC(=O)c1cn(C(=O)OC)c2ccccc12	12%	9%	1.6%	-7%	0%	-6%	i	i	i	i	2%
Cc1c(-c2ccc(F)cc2)nc(N)c(C#N)c1-c1ccco1	29%	1%	1.0%[57.5 µM]	-4%	-3%	-2%	i	?	2.3e-07M*	i	0%
